PAD4 FP inh: PAD4 (human) enzyme inhibition. recombinant PAD4, RCA probe fluorescence polarization. inhibition, % at 6.36 µM. 0.41% of 330,000 active;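 active = percent inhibition above a cutoff equal to the mean of all tested compounds plus 3 SD, cut at about 15% in these data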;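 also: 0% = PAD4 with RCA probe and DMSO and 100% = probe without PAD4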
PAFAH1B3 FP inh: PAFAH1B3 (human) inhibition; Q15102; recombinant PAFAH1B3, FP-rhodamine probe, fluorescence polarization; inhibition, % at 3.39 µM; 0.28% of 340,000 active; AID 492972;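 active = inhibition above the screen-wide average of all tested compounds plus 3 SD, cut at about 25% in these data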;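 also: 0% = enzyme with DMSO only and 100% = wells lacking PAFAH1B3 protein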
Target sequence (Q15102 whole entry, looked up): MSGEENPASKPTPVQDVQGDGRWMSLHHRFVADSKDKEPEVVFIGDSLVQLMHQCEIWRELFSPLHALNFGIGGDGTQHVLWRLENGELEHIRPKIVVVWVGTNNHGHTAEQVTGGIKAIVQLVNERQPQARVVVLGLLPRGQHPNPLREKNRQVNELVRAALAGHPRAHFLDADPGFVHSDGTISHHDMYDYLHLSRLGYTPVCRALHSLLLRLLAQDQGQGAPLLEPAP
GSTO1 inh: counter-screen for RBBP9 inhibitors: inhibitors of human GSTO1 | recombinant GSTO1, activity-based probe fluorescence polarization | inhibition, % at 5.96 µM | 1.1% of 300,000 active;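 active = inhibition above the campaign mean inhibition plus 3 SD, cut at about 35% in these data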;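 also: 0% = GSTO1-1 with DMSO and 100% = wells lacking GSTO1-1 enzyme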
PREPL inhibitor: inhibits the human prolyl oligopeptidase-like enzyme; recombinant PREPL, fluorescence polarization activity-based probe; inhibition, % at 5.96 µM; 0.68% of 320,000 active; in the data active = inhibition above about 43%;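 also: 0% = enzyme with DMSO and 100% = wells lacking enzyme; many of its hits are not listed in these tables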
LYPLA1 counter: blocks human lysophospholipase 1, a PME1 counter-screen. O75608. inhibition, % at 5.9 µM. 0.16% of 320,000 active. recombinant LYPLA1, FP-Rh probe fluorescence polarization;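 active = inhibition above the mean of all tested compounds plus 3 SD, set per campaign, cut at about 14% in these data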;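 also: inhibitors block serine hydrolase probe labeling of LYPLA1 so polarization falls; 0% = enzyme with DMSO and 100% = wells lacking LYPLA1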
LYPLA2 counter: counter-screen for PME1 inhibitors: inhibitors of human LYPLA2 | O95372 | recombinant LYPLA2, FP-Rh probe fluorescence polarization | inhibition, % at 5.9 µM | 0.38% of 320,000 active | AID 2177;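 active = inhibition above the screen-wide mean plus 3 SD, limit set per campaign, cut at about 26% in these data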;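 also: 0% = LYPLA2 with DMSO and 100% = wells lacking LYPLA2 enzyme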
Target sequence (O95372 whole entry, looked up): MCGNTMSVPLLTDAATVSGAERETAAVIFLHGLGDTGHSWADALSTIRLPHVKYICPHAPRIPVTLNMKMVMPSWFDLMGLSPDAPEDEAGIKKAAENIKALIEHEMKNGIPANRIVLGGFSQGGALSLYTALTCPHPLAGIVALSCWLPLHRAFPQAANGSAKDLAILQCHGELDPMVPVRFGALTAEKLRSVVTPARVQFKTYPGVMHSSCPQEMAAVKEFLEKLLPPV
pPAFAH inh: inhibitors of human plasma PAF acetylhydrolase (pPAFAH). Q13093. recombinant pPAFAH, FP-rhodamine probe fluorescence polarization. inhibition, % at 3.39 µM. 1.5% of 330,000 active. AID 463082;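 active = inhibition above the mean inhibition across the screen plus 3 SD, cut at about 25% in these data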;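 also: inhibitors block binding of the rhodamine activity-based probe so polarization drops; 0% = enzyme with DMSO and 100% = wells lacking pPAFAH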
Target sequence (Q13093 whole entry, looked up): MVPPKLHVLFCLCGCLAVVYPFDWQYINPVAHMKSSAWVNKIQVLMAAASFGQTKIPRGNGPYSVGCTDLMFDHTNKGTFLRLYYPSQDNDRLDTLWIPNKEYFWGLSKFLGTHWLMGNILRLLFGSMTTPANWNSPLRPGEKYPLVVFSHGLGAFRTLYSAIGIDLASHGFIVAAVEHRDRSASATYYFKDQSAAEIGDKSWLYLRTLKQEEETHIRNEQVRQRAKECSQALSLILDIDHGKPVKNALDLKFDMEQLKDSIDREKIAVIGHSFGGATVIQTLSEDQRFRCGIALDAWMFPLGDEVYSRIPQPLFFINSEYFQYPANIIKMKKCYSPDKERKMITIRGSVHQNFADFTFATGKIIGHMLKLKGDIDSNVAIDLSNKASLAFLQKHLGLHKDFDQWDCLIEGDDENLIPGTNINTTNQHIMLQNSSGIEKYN
PAFAH1B2 FP inh: PAFAH1B2 (human) inhibition. P68402. recombinant PAFAH1B2, FP-rhodamine activity probe, fluorescence polarization. inhibition, % at 3.39 µM. 1.2% of 340,000 active. AID 492953;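 active = inhibition above the mean of all tested compounds plus 3 SD, cut at about 24% in these data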;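 also: 0% = enzyme with DMSO and 100% = wells lacking PAFAH1B2; many of its hits are not listed in these tables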
PAFAH2 inh: inhibitors of human PAFAH2 | Q99487 | recombinant PAFAH2, FP-rhodamine activity probe, fluorescence polarization | inhibition, % at 3.39 µM | 0.99% of 340,000 active | AID 492956;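 active = inhibition above the mean over all tested compounds plus 3 SD, cut at about 30% in these data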;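 also: inhibitors block probe labeling of enzyme so polarization drops; 0% = enzyme with DMSO and 100% = wells lacking PAFAH2 protein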
Numbers without * were called inactive; nt = no result given; & = joins results of further samples. Not all compounds are listed (hit frequency here may not be typical).

SMILES | PAD4 FP inh | PAFAH1B3 FP inh | GSTO1 inh | PREPL inhibitor | LYPLA1 counter | LYPLA2 counter | pPAFAH inh | PAFAH1B2 FP inh | PAFAH2 inh
CCc1nnc(NC(=O)CSc2nnc3ncccn23)s1 | -4 | 5 | 6 | 13 | -4 | -3 | 6 | 9 | 4
CCC1CCCCN1C(=O)Nc1ccc(F)cc1 (centres undefined) | 1 | -4 | 1 | 2 | -1 | -2 | 0 | 2 | 3
Cc1ccc(S(=O)(=O)n2nccc2-c2c(-c3ccc(Cl)cc3)noc2C)cc1 | -3 | nt | -2 | 15 | -5 | -12 | -4 | nt | nt
CN(C)c1ccc(C2C3=C(CCCC3=O)OC3=C2C(=O)CCC3)cc1 | 5 | 6 | 20 | -1 | 2 | 5 | 3 | -3 | 8
CCC1Sc2ccc(S(=O)(=O)CCC(=O)Nc3ccc(OC(F)(F)F)cc3)cc2NC1=O (centres undefined) | -1 | 5 | 8 | -13 | -6 | -2 | 9 | 6 | -1
CC(C)NC(=O)C(C)N1CCN(S(=O)(=O)c2ccc3ccccc3c2)CC1 (centres undefined) | 1 | -2 | 12 | 1 | -2 | -4 | -8 | 1 | -7
Cc1ccc(C2(c3noc(CN(C)CC4COCCO4)n3)CCCC2)cc1 (centres undefined) | 2 | 5 | 4 | 3 | -5 | 4 | 0 | 19 | -2
O=C(C1CCCN(Cc2ccccc2[N+](=O)[O-])C1)N1CCCCC1 (centres undefined) | 3 | -6 | 6 | 3 | -3 | -5 | 6 | 1 | 0
COc1cccc(C(=O)NC2CCCN(C3Cc4ccccc4C3)C2)c1OC (centres undefined) | -4 | 7 | 2 | -74 | 3 | -5 | 6 | -2 | 17
CN(C)S(=O)(=O)c1cccc(NC(=O)COC(=O)CCc2nc3ccccc3s2)c1 | 3 | 9 | 20 | 11 | -2 | -3 | 19 | 1 | -6
CC(OC(=O)Cn1c(C(F)(F)F)nc2ccccc21)C(N)=O (centres undefined) | -7 | -2 | -7 | 12 | -1 | 0 | 0 | 0 | 5
CCS(=O)(=O)c1ccc2oc(SCC(=O)NCCC3=CCCCC3)nc2c1 | 2 | 3 | -4 | -1 | 1 | 2 | 3 | -4 | 9
O=C(NCCc1ccccc1)c1ccc2c(c1)S(=O)(=O)c1cc(Cl)ccc1C2=O | 5 | 1 | nt | 56* | -6 | -7 | 6 | 0 | 0
COc1cccc(N2C(=O)C3CC=C(Cl)CC3C2=O)c1 (centres undefined) | -2 | 4 | 14 | 23 | 0 | 4 | 6 | 0 | 3
Cc1cc(NC(=O)C(C)C)ncc1NC(=O)c1ccccn1 | -3 | 0 | -3 | -6 | -1 | -4 | 4 | 0 | 10
O=c1cc(-c2ccc(O)c(O)c2)oc2cc(O)cc(O)c12 | 1 | 39* | 50* | 20 | -18 | -25 | 21 | 34* | 30
COC(/C=C/Nc1ccc(Cl)cc1)=C(C#N)C#N | 4 | -2 | 6 | 6 | -1 | 0 | 0 | -2 | 2
O=C(CSc1nnnn1Cc1ccccc1)c1ccccc1F | -2 | 12 | 3 | -6 | 2 | 3 | 14 | 3 | 2
COc1ccc(NC(=O)CN(C)C(=O)Cc2n[nH]c(=O)c3ccccc23)cc1 | 0 | 3 | -2 | -2 | 0 | 5 | 0 | 3 | 1
CN(C(=O)/C(N=Nc1cccc(C(F)(F)F)c1)=C(\O)C(F)(F)F)c1ccccc1 | 1 | 6 | 0 | 26 | 2 | 7 | 5 | 10 | 6
Cc1ccc(C)n1-n1c(C)nc2scc(-c3cccs3)c2c1=O | -2 | 10 | 4 | -2 | -2 | -7 | 2 | 4 | -4
Cc1cccc(N2CCN(C(=O)c3cccc(N4CCCC4=O)c3)C(C)C2)c1 (centres undefined) | 6 | 2 | 1 | 15 | -2 | 2 | 6 | -1 | -4
CC1CN(C(=O)c2cc3cc(Br)ccc3[nH]2)CC(C)O1 (centres undefined) | -1 | -2 | -2 | 39 | -2 | 0 | 23 | 3 | 4
O=C(Nc1ccccc1-c1nnn(CC(=O)N2CCN(c3ccccc3)CC2)n1)c1cccs1 | -1 | 3 | 2 | -24 | 0 | 7 | 5 | 4 | 3
NS(=O)(=O)c1ccc(CCNC(=O)c2ccccc2OCc2ccc(F)cc2)cc1 | -3 | -7 | 5 | -4 | 1 | 3 | 13 | 2 | -5
(next part)
SMILES | PAD4 FP inh | PAFAH1B3 FP inh | GSTO1 inh | PREPL inhibitor | LYPLA1 counter | LYPLA2 counter | pPAFAH inh | PAFAH1B2 FP inh | PAFAH2 inh
FC(F)(F)c1cccc(Nc2cc(-c3ccccc3)nc3ncnn23)c1 | 5 | 10 | -9 | 7 | 0 | -7 | -3 | 3 | 3
CCC1CCCCN1S(=O)(=O)c1ccc(S(=O)(=O)N2CCN(S(=O)(=O)CC)CC2)cc1 (centres undefined) | -1 | 3 | 0 | -5 | 2 | -4 | 3 | 8 | 2
CCc1ccccc1NC(=O)c1nnn(CC(=O)Nc2cccc(C)c2C)c1N | -3 | -1 | -5 | 15 | 0 | 5 | -2 | -3 | 1
Nc1ccc2nc(CCCCCCCCc3nc4ccc(N)cc4[nH]3)[nH]c2c1 | -8 | 11 | 5 | 70* | -1 | 6 | 6 | 3 | -12
O=C(Cn1ncnn1)OCc1ccccc1Cl | 0 | 6 | -2 | 21 | 2 | -3 | -1 | 1 | -5
COc1cccc(/C=C(\C)C(=O)c2c(C)cc(C)[nH]c2=O)c1OC | 1 | 3 | -2 | 0 | 3 | 3 | 13 | 2 | 4
N#Cc1cnn2cc(-c3ncc(C(F)(F)F)cc3Cl)cnc12 | -1 | 9 | -6 | -4 | -1 | 6 | 4 | 1 | 5
O=C(CSc1nc(O)cc(=O)[nH]1)N1c2ccccc2Sc2ccccc21 | 8 | nt | 8 | 15 | -5 | -3 | 7 | nt | nt
CCCC/C=C/C(NC(=O)c1ccc(-c2ccccc2)cc1)c1ccccc1 (centres undefined) | -2 | 2 | 1 | -8 | -1 | 2 | 0 | 13 | 2
Cc1ccc(SCc2cc(-c3ccc(Cl)cc3)on2)cc1 | -3 | -1 | -2 | -34 | -5 | -1 | -2 | 8 | -1
COc1ccc(N(CC(=O)Nc2ccccc2C(=O)N2CCOCC2)S(=O)(=O)c2ccc(F)cc2)cc1 | -2 | 15 | 1 | -1 | 1 | 4 | 2 | -2 | 4
O=C(/C(=N\Nc1ccc([N+](=O)[O-])cc1)Sc1nnnn1-c1ccccc1)c1ccccc1 | -7 | 2 | -18 | 1 | 1 | 9 | 10 | 16 | 13
N#Cc1c(NC(=S)NC(=O)c2ccccc2)sc2c1CCC2 | 4 | 4 | 1 | -2 | -3 | 1 | 7 | 12 | -1
O=c1c(S(=O)(=O)c2ccc(Cl)cc2)cn(Cc2ccccc2F)c2ccc(F)cc12 | 5 | 10 | -3 | -5 | -7 | -3 | -1 | 4 | 3
O=c1c2ccccc2nc(SCc2cccc(F)c2)n1C1CCCC1 | 6 | 3 | 2 | -5 | 1 | 0 | 8 | 1 | -7
O=C(COC(=O)Cc1ccc(S(=O)(=O)N2CCOCC2)s1)Nc1ccc([N+](=O)[O-])cc1 | -1 | -2 | nt | 45* | -2 | 5 | 11 | 3 | -3
O=C(COC(=O)c1ccccc1Nc1ccc(SC(F)F)cc1)NCc1ccco1 | 4 | 1 | 3 | -1 | -1 | 2 | 16 | 3 | 4
Cc1cc2ccccn2c1C(=O)c1ccc(NN)c([N+](=O)[O-])c1 | 1 | 3 | 8 | 13 | 5 | 6 | 9 | 3 | 5
Clc1ccccc1CSc1nnc(-c2ccco2)c(-c2ccco2)n1 | -7 | 7 | 53* | 24 | -4 | 1 | 75* | 4 | 62*
CCOc1ccc(NC(=O)CN(C2CCCCC2)S(C)(=O)=O)cc1 | 1 | 12 | 3 | -3 | -4 | -11 | 4 | 4 | 3
Cc1cccc(C)c1NC(=O)CNC(=O)CCCN1C(=O)c2cccc3cccc(c23)C1=O | 1 | -8 | nt | 1 | 3 | 9 | 1 | -1 | 7
COc1ccc(C(=O)N/C(=C\c2cccs2)c2nc3ccccc3[nH]2)cc1OC | -3 | 6 | 2 | 3 | -1 | 2 | -3 | -1 | -11
Cc1ccc(NC(=O)COc2cccc3c2OC(C)(C)C3)c(O)c1 | -7 | 9 | nt | -6 | -4 | -4 | 1 | 8 | 5
COc1ccc(Cc2c(O)nc(SCC(=O)NC34CC5CC(CC(C5)C3)C4)[nH]c2=O)cc1 | 2&-3 | -5&-5 | -3&-11 | 6&-6 | 4&0 | -5&-2 | 0&0 | 13&19 | 6&11
COc1cc(OC)cc(C(=O)NCC(=O)Nc2ccc(-c3ccccc3)cc2)c1 | -1 | -6 | -6 | -9 | -20 | -32 | -13 | -8 | -24
More results:
SMILES | PAD4 FP inh | PAFAH1B3 FP inh | GSTO1 inh | PREPL inhibitor | LYPLA1 counter | LYPLA2 counter | pPAFAH inh | PAFAH1B2 FP inh | PAFAH2 inh
CC(C)C1OC2(C)OC(=N)C1(C#N)C(C#N)(C#N)C2c1ccccc1 (centres undefined) | 19* | 5 | 11 | 9 | 11 | 7 | 7 | 5 | 6
Cc1cc(NC(=O)c2cccc(S(=O)(=O)N3c4ccccc4CC3C)c2)no1 (centres undefined) | 3 | -1 | 0 | 5 | -4 | 4 | 3 | 4 | 3
O=C(NCCc1ccccc1)C(=O)NCC1OCCCN1S(=O)(=O)c1cc(F)ccc1F (centres undefined) | 5 | 6 | 3 | 1 | -5 | -9 | -4 | 9 | 2
O=C(CN(CC1CCCO1)C(=O)Cn1nnc(-c2ccc(F)cc2)n1)NC1CCCCC1 (centres undefined) | -3 | -1 | -3 | 19 | -2 | 1 | 2 | 1 | 1
COc1ccc(NC(=O)C(NC(=O)CNC(C)=O)c2ccc(C)cc2)cc1 (centres undefined) | 0 | 0 | 9 | 3 | -1 | 4 | 2 | 1 | -1
COc1ccccc1C1C(C(=O)c2ccco2)=C(O)C(=O)N1c1cc(C)on1 (centres undefined) | -10 | 9 | 2 | -4 | 10 | -4 | 1 | 1 | 3
CSc1ccc(/C=N/Nc2nc(C)cc(=O)[nH]2)cc1 | 2 | -3 | -9 | 13 | 4 | 3 | 4 | 4 | 5
CCCC(C)NC(=O)c1ccccc1SC (centres undefined) | -4 | 7 | 10 | -14 | 4 | 3 | 3 | -3 | -11
CCOC(=O)/C=C(\C)Sc1cc(=O)oc2ccccc12 | 4 | 9 | -15 | -7 | 1 | -5 | -1 | 11 | 4
O=C(NNC(=O)c1ccccc1Cl)c1csc(N2CCOCC2)n1 | 7 | 2 | 5 | -5 | 2 | -1 | 2 | -5 | -9
Cc1cc(OCC(=O)Nc2ccccc2F)nc(C(C)C)n1 | 3 | 2 | 4 | 9 | 0 | 1 | -4 | -2 | 6
Nc1c(S(=O)(=O)c2cccc(Cl)c2)c2nc3ccccc3nc2n1CCN1CCOCC1 | -4 | 4 | -4 | -6 | -1 | 2 | -2 | 2 | 4
Cc1nc2ccc(S(=O)(=O)N(C)CC(=O)N3CCc4ccccc43)cc2s1 | -1 | 2 | -3 | -27 | -3 | -2 | 6 | -2 | 3
CCCn1c(SCC(=O)Nc2cc(C(=O)O)ccc2C)nc2sc3c(c2c1=O)CCC3 | -2 | 6 | nt | 2 | -3 | -4 | -2 | 4 | -5
